Assay outcomes from PubChem.
LMNA splice mod – modulators of lamin A splicing | HeLa LMNA splicing GFP/RFP minigene ratio, 48 h | Potency, µM (series often up to 46.1 µM), inactives show top-dose ratio change, negative = inhibition, hits mostly inhibitors | 200,000 compounds, 0.01% hits | AID 1487; active means well fitted inhibition curve with a large enough effect in the signal ratio, with a control signal flat, not every such curve was filed as active; inconclusive means small, poorly fitted or top-dose-only effect, or effect the other way, or a change in a side signal; the % refers to the signal ratio; further: potency means the concentration at half of the fitted maximal effect; on the % scale 0 is the no-effect control and ±100 the full control effect
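S3 HeLa cells stably expressing lamin A-EGFP splicing minigene plus DsRed2, 600 cells/well, 48 h compound exposure at 37C. Laser-scanning cytometry; analysed as GFP (500-530 nm)/RFP (575-640 nm) total intensity ratio; 0.5% DMSO vehicle.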
SMN2 splice up – increases expression of the SMN2 splice variant | 210,000 compounds, 2.8% hits | HEK293 SMN2-luciferase splicing reporter, luminescence, 30-36 h | Potency, µM (top dose mostly 46.1 µM), for the others: at the highest dose activity change, positive = activation, most hits filed as activators; further: potency means the concentration at half of the fitted maximal effect; % of control where 0% means no effect; nearly all actives have a fitted effect of over 55% in size
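qHTS luciferase splicing reporter: luminescence rises when SMN2 exon 7 is included in transfected HEK293 cells. Compound exposure lasted 30-36 h at 37C, with 4.5 mM final sodium butyrate as control, followed by a ONE-Glo read.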
Luc counter – Kinase-Glo luciferase inhibition (counter-screen); Kinase-Glo luciferase, ATP luminescence, 8 min; Potency, µM (top dose mostly 38.3 µM), for inactives: top-dose activity change, negative = inhibition, actives largely listed as inhibitors; 200,000 compounds, 0.28% hits; Q27757; AID 1379; further: potency means the concentration at half of the fitted maximal effect; on the % scale 0 is the no-effect control and ±100 the full control effect; nearly all actives have a fitted effect of over 60% in size
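Recombinant Kinase-Glo luciferase, 10 uM ATP (linear range), luciferin; imidazole pH 7.2 / KCl / MgCl2 / Tween / BSA buffer; 8 min RT; luminescence.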
HTT aggregate – mutant huntingtin aggregation inhibition; 220,000 compounds, 1.1% hits; AID 1688; PC12 HttQ103-GFP aggregates, Acumen cytometry, 40 h; Potency, µM (series often up to 46.1 µM), without a hit: at the top dose activity change, negative = inhibition, actives largely listed as inhibitors; further: potency means the concentration at half of the fitted maximal effect; on the % scale 0 is the no-effect control and ±100 the full control effect; nearly all actives have a fitted effect of over 60% in size
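Inducible Q103 Huntingtin exon 1–GFP PC12 line, 1500 cells/well in phenol red free DMEM with 5% equine and 5% calf serum. Tebufenozide 100 nM induced expression; compounds titrated; aggregates quantified by cytometry.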
HTT cytoprotect – Huntington cell model cytoprotection by ATP luminescence. PC12 HTT-Q103 induced, cytoprotection, ATP luminescence, 40 h. Potency, µM (series often up to 56.4 µM), without a hit: cytoprotection (ATP increase), hits mostly activators. 230,000 compounds, 0.14% hits;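 further: potency means the concentration at half of the fitted maximal effect; % of control where 0% means no effect; nearly all actives have a fitted effect of over 45% in size; toxic huntingtin expression switched on by the ecdysone agonist tebufenozide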
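Cells were plated at 1500 per well in phenol red-free DMEM with 5% equine and 5% calf serum. Tebufenozide (100 nM final) and compounds were added, then ATPlite reagent, and luminescence was read.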
IMPase Li inh – membrane-permeable IMPase blocker, potentiated with lithium; CHO-M1 cells, IP1 TR-FRET (IP-One), carbachol + lithium; Potency, µM (highest dose often 59.4 µM), without a hit: top-dose activity, negative = IMPase inhibition, most hits filed as inhibitors; 210,000 compounds, 0.35% hits;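 further: IP1 builds up when IMPase is blocked and the TR-FRET signal falls; potency means the concentration at half of the fitted maximal effect; plate controls were basal vehicle for no effect and high inhibitor control for full effect; nearly all actives have a fitted effect of over 50% in size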
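CHO-M1, 2000 cells/well, 16–30 h culture; cpd + low Li+, 30 min 37C; lysis with d2-IP1/Eu-anti-IP1 Ab, 10 min RT; TR-FRET 665/620 ratio and 620 channel; AC50 via Hill.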
CBFb-RUNX1 inh – blocks binding between human CBF-beta and RUNX1; AlphaScreen CBFb-His/RUNX1-biotin binding, biochemical; Potency, µM (doses to about 59.8 µM), without a hit: top-dose activity, negative = inhibition, hits mostly inhibitors; 230,000 tested, under 10 active; AID 1477; Q01196+Q13951; further: % of control where 0% means no effect
Target sequence (Q01196 whole entry, looked up): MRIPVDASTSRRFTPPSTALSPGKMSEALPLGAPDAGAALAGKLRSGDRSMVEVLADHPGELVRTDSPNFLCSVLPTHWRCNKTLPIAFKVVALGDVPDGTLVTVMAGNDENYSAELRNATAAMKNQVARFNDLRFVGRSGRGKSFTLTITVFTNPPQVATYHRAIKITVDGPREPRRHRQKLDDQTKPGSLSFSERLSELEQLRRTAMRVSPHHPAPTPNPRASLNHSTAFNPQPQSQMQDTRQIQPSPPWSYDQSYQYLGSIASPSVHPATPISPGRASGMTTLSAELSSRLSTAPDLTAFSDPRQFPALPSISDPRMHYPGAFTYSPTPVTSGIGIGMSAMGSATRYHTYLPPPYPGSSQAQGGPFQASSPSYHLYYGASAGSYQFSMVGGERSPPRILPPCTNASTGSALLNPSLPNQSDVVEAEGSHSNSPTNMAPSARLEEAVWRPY
Target sequence (Q13951 whole entry, looked up): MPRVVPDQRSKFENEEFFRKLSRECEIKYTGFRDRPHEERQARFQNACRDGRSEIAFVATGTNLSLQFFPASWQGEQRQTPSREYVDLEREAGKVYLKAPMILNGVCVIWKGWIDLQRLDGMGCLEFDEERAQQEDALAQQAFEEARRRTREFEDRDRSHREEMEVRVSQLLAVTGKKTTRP
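His-tagged CBF-beta and biotinylated RUNX1 (30 nM each) were premixed 20 min at room temperature, exposed to compound for 15 min, then given nickel-chelate and streptavidin AlphaScreen beads (50 ng each). After 90 min, AlphaScreen signal was read.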
* = called active by the depositor; ? = inconclusive; · = no result given; & = joins results of further samples; [ ] = remark or other dose. Unless noted, the call rests on the fitted dose curve; in most records, active means well fitted curve in the direction sought with a large enough effect; inconclusive means small, poorly fitted or top-dose-only effect, or another doubt; inactive means no such curve, though single readings can be large; an effect the other way counts as inactive or inconclusive.

SMILES	LMNA splice mod	SMN2 splice up	Luc counter	HTT aggregate	HTT cytoprotect	IMPase Li inh	CBFb-RUNX1 inh
COC(=O)C1C(c2ccc(Br)cc2)Nc2nnc(C(F)(F)F)n2C1(C)O (configuration not stated)	·	28%	2%	-9%	-18%	6%	8%
Cc1ccc(-n2c(-c3ccco3)nc3c(cnn3-c3ccccc3C)c2=O)cc1	4%	-6%&-16%	-2%	6%	-46%[inhibitor]	26%[38.3 µM]	-2%
Cc1ccc(C2=NC(=O)/C(=C/c3cc(O)c(O)c(Br)c3)S2)cc1	·	-10%	10µM*	?	0%	80%[activator]	·
CC(C)CC(=O)NC(=S)Nc1ccccc1F	9%	2%	-3%	15%	-12%	-12%[38.3 µM]	-1%
CC(=O)c1nc(N2C(=O)C3CC=C(C)CC3C2=O)sc1C (configuration not stated)	-2%	1%	-3%	-6%	-4%[0.074 µM]	?	-5%
COc1ccccc1N1CC(C(=O)Nc2ccc3c(c2)OCO3)CC1=O (configuration not stated)	·	8%	0%	28%	·	-1%	3%
CCCCC(c1nnnn1CC1CCCO1)N1CCN(c2ccccc2)CC1 (configuration not stated)	9%[9.22 µM]	-8%	-1%	6%	-29%	-2%	7%
O=C(c1ccccc1F)N1CCCC(C(=O)N2CCN(c3ccccc3)CC2)C1 (configuration not stated)	·	·	·	-2%[9.22 µM]	4%[10 µM]	·	2%
C=CCNC(=O)Nc1ccc(Br)cc1Cl	?	-14%	1%	?	-22%	-1%	3%
Cc1nc(NC(=O)CCC(=O)O)sc1C(=O)N(C)C	7%	2%	-3%	-1%	-18%	-11%[38.3 µM]	4%
Cc1ccc(C(=O)Cn2ncsc2=N)cc1	1%	5%	-5%	-2%	-19%	1%[38.3 µM]	1%
C#CCOCCOCCOCCNc1nc(N2CCN(C(=O)[C@H]([C@@H](C)CC)n3cc([C@@H](N)CC(C)C)nn3)CC2)nc(N2CCN(C(=O)[C@H](Cc3cc4ccccc4[nH]3)n3cc([C@@H](N)C(C)CC)nn3)CC2)n1 (some centres not stated)	·	·	·	?	-37%[10 µM]	·	4%
Cc1ccc(C2CC(=O)C(C=NCCN3CCN(CC(=O)Nc4cc(C)cc(C)c4)CC3)=C(O)C2)cc1 (configuration not stated)	?	-5%	0%	25%	?	2%	-4%
COc1ccccc1N1CCN(C(CNS(C)(=O)=O)c2cccnc2)CC1 (configuration not stated)	21%[9.22 µM]	-24%	7%	9%	2%	10%	5%
Brc1cc2c(cc1COc1ccc(-c3nn[nH]n3)cc1)OCO2	-3%	15%	-2%	0%	4%[0.074 µM]	-6%	-27%
CCNc1ncc2nc(C)c(=O)n(CCC#N)c2n1	3%	·	·	·	-5%	-18%	·
CC(C)CC(=O)NC(=S)Nc1ccc(Cl)cn1	-8%	29%	1%	-5%	-37%[10 µM]	10%	-4%
CSc1n[nH]c(=O)n1-c1cccc(Cl)c1	·	·	·	-10%[9.22 µM]	6%[10 µM]	·	-4%
Cc1ccccc1NC(=O)C(=O)N/N=C/c1cccc(Br)c1	4%	0%	-4%	6%	·	-7%	-1%
O=C1c2ccccc2C(=O)N1CCCCn1c(=O)oc2ccccc21	0%	-23%	-2%	-5%	-14%	-3%[38.3 µM]	9%

Reprinted from the part before: two entries, then new ones.
SMILES	LMNA splice mod	SMN2 splice up	Luc counter	HTT aggregate	HTT cytoprotect	IMPase Li inh	CBFb-RUNX1 inh
Cc1ccccc1NC(=O)C(=O)N/N=C/c1cccc(Br)c1	4%	0%	-4%	6%	·	-7%	-1%
O=C1c2ccccc2C(=O)N1CCCCn1c(=O)oc2ccccc21	0%	-23%	-2%	-5%	-14%	-3%[38.3 µM]	9%
Cc1nnc(SCc2ccc(Cl)cc2)nc1/C=C/N(C)C	?	-13%	1%	1%	-26%	10%	12%
CCCCSc1nc(N)c(C#N)c(-c2cccs2)c1C#N	-9%	-18%	3%	35µM*	-54%[inhibitor]	18%[38.3 µM]	28%
O=C(Nc1cc(Sc2nc3ccccc3s2)cc([N+](=O)[O-])c1)c1ccccc1	?	-40%[inhibitor]	1%	-19%	8%[1.9 µM]	0%	-10%
O=C1NNC(c2ccccc2)=N/C1=C\c1ccccc1	·	·	·	5%[9.22 µM]	12%[10 µM]	·	-19%
Cc1ccc(C)c(CSc2ncccc2C(=O)O)c1	0%	-18%	2%	?	·	0%	-4%
O=C(CSc1nncs1)NCc1ccc2c(c1)OCO2	11%	-9%	-2%	6%[9.22 µM]	-13%	0%[38.3 µM]	-2%
N#CCC(=O)Nc1ccc(C(=O)OCC(=O)Nc2ccccc2-c2ccccc2)cc1	?	8%	-4%	3%	-8%	4%	-9%
CN1c2ccccc2C(=O)/C(=C\Nc2ccc(F)cc2)S1(=O)=O	·	·	·	2%[9.22 µM]	8%[10 µM]	·	4%
COc1ccccc1CNC(=O)CCSCc1cccc(Cl)c1	4%	-8%	1%	-14%	2%[10 µM]	3%	1%
CC(O)c1n(C)c(Cl)c[n+]1C (configuration not stated)	?	2%	-2%	10%	-14%	-5%[38.3 µM]	4%

Single records, as listed above. Order of values: LMNA splice mod, SMN2 splice up, Luc counter, HTT aggregate, HTT cytoprotect, IMPase Li inh, CBFb-RUNX1 inh
`CN1c2ccccc2C(=O)/C(=C\Nc2ccc(F)cc2)S1(=O)=O` in the list: ·, ·, ·, 2%[9.22 µM], 8%[10 µM], ·, 4%
`N#CCC(=O)Nc1ccc(C(=O)OCC(=O)Nc2ccccc2-c2ccccc2)cc1` in the list: ?, 8%, -4%, 3%, -8%, 4%, -9%
`O=C(CSc1nncs1)NCc1ccc2c(c1)OCO2` in the list: 11%, -9%, -2%, 6%[9.22 µM], -13%, 0%[38.3 µM], -2%
`Cc1ccc(C)c(CSc2ncccc2C(=O)O)c1` in the list: 0%, -18%, 2%, ?, ·, 0%, -4%
`Cc1nnc(SCc2ccc(Cl)cc2)nc1/C=C/N(C)C` in the list: ?, -13%, 1%, 1%, -26%, 10%, 12%

Next part:
SMILES	LMNA splice mod	SMN2 splice up	Luc counter	HTT aggregate	HTT cytoprotect	IMPase Li inh	CBFb-RUNX1 inh
COc1ccccc1-c1cc(C(=O)N/N=C/c2sccc2C)c2ccccc2n1	?	12%	0%	-11%	-41%[inhibitor]	-14%[38.3 µM]	7%
CC(=O)Nc1ccc(NC(=O)CSc2nnc3ccc(-c4ccc(F)cc4)nn23)cc1	1%[46 µM]	-19%	2%	7%	47%	15%	-3%
O=C(NC1CC1)C1=COCCO1	4%	8%	-1%	-5%	6%[10 µM]	7%[38.3 µM]	-3%
Fc1ccc(-c2nnc(CN3CCN(c4ncc(C(F)(F)F)cc4Cl)CC3)o2)cc1	?	-88%[inhibitor]	-2%	13µM*	-18%[0.074 µM]	42%[activator][38.3 µM]	9%
CCOCC(=O)Nc1nnc(C2CCCCC2)s1	-6%	13µM*	3%	2%	-28%[0.074 µM]	1%[38.3 µM]	1%
CCCn1c(SCC(=O)Nc2ccc(Cl)cc2)n[nH]c1=O	17%[9.22 µM]	-3%	2%	-7%	-28%	-1%	-12%
CC(/C=N\NC(=O)c1cc(C)oc1C)=C\c1ccccc1	-7%	?	-25%	-3%	-13%[10 µM]	7%	-11%
CCN(CC)C1CCN(C(=O)CCc2nnc(CCc3ccccc3)o2)C1 (configuration not stated)	·	·	2%	-16%	-19%	13%	-1%
CC(C)(C)NC(=O)NC(=O)Cn1cc(C(F)(F)F)ccc1=O	-7%	-8%	-1%	19%	-6%	-9%[38.3 µM]	-4%
O=C(N/N=C\c1ccc(-c2ccc(Cl)c(Cl)c2)o1)C(=O)N1CCCC1	-8%	-9%	0%	4%	-1%	5%[38.3 µM]	0%

Molecules above that contain a thiophene ring, fused or not, in the order listed:
SMILES	LMNA splice mod	SMN2 splice up	Luc counter	HTT aggregate	HTT cytoprotect	IMPase Li inh	CBFb-RUNX1 inh
CCCCSc1nc(N)c(C#N)c(-c2cccs2)c1C#N	-9%	-18%	3%	35µM*	-54%[inhibitor]	18%[38.3 µM]	28%
COc1ccccc1-c1cc(C(=O)N/N=C/c2sccc2C)c2ccccc2n1	?	12%	0%	-11%	-41%[inhibitor]	-14%[38.3 µM]	7%

More entries follow.
SMILES	LMNA splice mod	SMN2 splice up	Luc counter	HTT aggregate	HTT cytoprotect	IMPase Li inh	CBFb-RUNX1 inh
COc1nn(CC(=O)N2N=C(C(F)F)CC2(O)C(F)F)cc1[N+](=O)[O-] (configuration not stated)	5%	11%	1%	-2%	17%[10 µM]	-1%	2%
CCn1c2ccc(CC(=O)O)cc2c2cc(CC(=O)O)ccc21	-8%	3%	-1%	-5%	-3%	5%[38.3 µM]	3%
Cc1cc(C)nc(NC(N)=NC(C)c2ccccc2)n1 (configuration not stated)	?	·	1%	0%[9.22 µM]	9%[10 µM]	8%	5%
CS(=O)(=O)NN1C(=O)c2ccccc2NC1c1cccc2cccnc12 (configuration not stated)	-7%	-4%	1%	6%	-5%[10 µM]	-2%	5%
O=C(NC1CC1)c1ccc(CSCc2cccc(F)c2)o1	-18%	-24%	13%	-4%	-17%	1%[38.3 µM]	0%
COc1ccc(OC)c(-n2c(CNC3CCN(Cc4ccccc4)CC3)nc3ccccc3c2=O)c1	25%	0%	1%	14%[9.22 µM]	29%	5%[38.3 µM]	1%
Cc1onc(-c2ccccc2)c1C(=O)N/N=C/c1cc(Br)c(Br)o1	?	-23%	-3%	-7%	·	9%	-6%
CC(NC(=O)Cc1cccs1)c1ccc2c(c1)OCO2 (configuration not stated)	-2%	1%	6%	12%	-12%	32%[activator][38.3 µM]	-5%
COc1cc2c(cc1NC(=O)c1ccc3c(c1)OCO3)oc1ccccc12	?	14µM*	-1%	-1%	-16%	30%[38.3 µM]	?
Cc1cc(C)nc(NS(=O)(=O)c2ccccc2)n1	5%	·	·	-3%	9%	·	4%
O=C(NC1=NCCS1)c1ccccc1OCc1ccc(F)cc1	?	-5%	0%	-21%	-43%[inhibitor]	15%	-7%
COc1nc(N)nc2c1ncn2[C@@H]1C[C@H](O)[C@@H](CO)O1	·	-5%[9.22 µM]	-3%[7.66 µM]	·	3%[10 µM]	-6%	·
